L3MBTL1 inh – qHTS Assay for the Inhibitors of L3MBTL1. Potency, µM (highest dose often 57.1 µM), without a hit: at the highest dose activity, negative = inhibition, hits mostly inhibitors. AID 485360, 2010. 230,000 tested, 0.66% active. Lethal(3)malignant brain tumor-like protein 1 (Homo sapiens), Q9Y468. AlphaScreen L3MBTL1–H3K9me1 peptide binding; also: % is scaled to controls: 0 for no effect and ±100 for the full control effect; nearly all actives have a fitted effect of over 60% in size
Target sequence (Q9Y468 whole entry, looked up): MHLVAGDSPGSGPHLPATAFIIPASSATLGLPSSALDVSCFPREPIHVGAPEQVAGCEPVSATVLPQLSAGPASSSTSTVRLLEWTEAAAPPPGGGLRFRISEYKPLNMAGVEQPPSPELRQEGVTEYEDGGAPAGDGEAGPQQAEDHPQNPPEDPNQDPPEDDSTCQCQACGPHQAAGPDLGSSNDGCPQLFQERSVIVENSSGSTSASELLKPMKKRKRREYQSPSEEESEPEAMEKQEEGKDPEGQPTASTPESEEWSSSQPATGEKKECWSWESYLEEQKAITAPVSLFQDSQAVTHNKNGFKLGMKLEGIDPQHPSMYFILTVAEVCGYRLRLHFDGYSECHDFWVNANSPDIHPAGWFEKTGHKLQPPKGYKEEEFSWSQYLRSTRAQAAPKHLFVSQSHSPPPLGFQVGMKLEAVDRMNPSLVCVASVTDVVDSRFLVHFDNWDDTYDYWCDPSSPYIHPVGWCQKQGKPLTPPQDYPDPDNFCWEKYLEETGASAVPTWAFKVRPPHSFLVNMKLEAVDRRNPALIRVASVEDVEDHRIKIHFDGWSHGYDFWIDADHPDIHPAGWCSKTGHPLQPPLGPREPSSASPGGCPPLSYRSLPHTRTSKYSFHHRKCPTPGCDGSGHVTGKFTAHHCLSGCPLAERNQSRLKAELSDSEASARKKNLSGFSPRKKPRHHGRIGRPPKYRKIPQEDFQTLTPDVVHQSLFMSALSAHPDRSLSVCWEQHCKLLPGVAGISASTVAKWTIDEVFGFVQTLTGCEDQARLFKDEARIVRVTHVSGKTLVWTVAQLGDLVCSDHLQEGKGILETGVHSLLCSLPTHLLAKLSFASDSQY
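AlphaScreen assay: L3MBTL1 (50 nM final) was preincubated 30 min at room temperature with biotinylated H3(1-15)K9me1 peptide (75 nM final), then 30 min with library compounds; streptavidin donor and nickel chelate acceptor beads (10 ug/mL final) added, 30 min dark.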
Tau fluor counter – Counterscreen qHTS for Inhibitors of Tau Fibril Formation, Fluorescence Polarization; tau K18 P301L Alexa594 fluorescence, heparin fibrillization; Potency, µM (series often up to 57.7 µM), for inactives: top-dose activity change, negative = decrease; 280,000 tested, 0.93% active; also: % is scaled to controls: 0 for no effect and ±100 for the full control effect; nearly all actives have a fitted effect of over 55% in size
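Human K18 P301L tau (15 uM unlabeled plus 0.24 uM Alexa 594-labeled, final) in 100 mM sodium acetate pH 7 was mixed with compound and 20 uM heparin and incubated 6 hr at 37 C.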
HTT ATP protect – qHTS Multiplex Assay to Identify Dual Action Probes in a Cell Model of Huntington: Cytoprotection (ATP); PC12 HTT-Q103 induced, cytoprotection, ATP luminescence, 40 h; Potency, µM (titrated, usually from 56.4 µM), for inactives: cytoprotection (ATP increase), hits mostly activators; 230,000 tested, 0.14% active; AID 1471, 2008;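 also: % of control where 0% means no effect; nearly all actives have a fitted effect of over 45% in size; toxic huntingtin expression switched on by the ecdysone agonist tebufenozide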
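PC12 cells with ecdysone-inducible HTT exon 1 Q103-GFP, induced with 100 nM tebufenozide and co-treated with library compounds in a dose series (1536-well, 1500 cells/well). Cytoprotection read as ATP content by ATPlite luminescence.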
TR SRC2 fluor cs – Total Fluorescence Counterscreen for Inhibitors of the Interaction of Thyroid Hormone Receptor and Steroid Receptor Coregulator 2. TRb/SRC2 Texas Red total fluorescence interference. Potency, µM (series often up to 106 µM), without a hit: at the highest dose fluorescence change, negative = quenching. 280,000 tested, 0.29% active. AID 1479, 2009; active = well fitted curve in either direction with a large enough effect; inconclusive = small, poorly fitted or top-dose-only effect; also: % is scaled to controls: 0 for no effect and ±100 for the full control effect
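Human TRβ ligand-binding domain (0.6 uM) and Texas Red SRC2 peptide (20 nM) in Tris buffer with 1 uM T3 and 5% DMSO were incubated with pinned compound for 5 hr at ambient temperature. Total fluorescence was computed as S + 2P (555/632 nm).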
TRb-SRC2 inh – qHTS for Inhibitors of the Interaction of Thyroid Hormone Receptor and Steroid Receptor Coregulator 2; Potency, µM (highest dose often 106 µM), for the others: at the highest dose activity change, negative = inhibition, actives largely listed as inhibitors; TRbeta-SRC2 peptide binding, fluorescence polarization; receptor liganded with 1 µM T3; Thyroid hormone receptor beta (Homo sapiens), P10828; 280,000 tested, 0.065% active;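 also: plate controls were bound peptide for no effect and peptide without receptor for full effect; nearly all actives have a fitted effect of over 50% in size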
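Human TRb ligand-binding domain (0.6 uM) is mixed with 20 nM Texas Red SRC2 peptide and 1 uM T3; after compound addition and 5 hr at ambient temperature, polarization is measured and normalized to unbound and bound controls.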
Tau ThT inhib – qHTS for Inhibitors of Tau Fibril Formation, Thioflavin T Binding; Microtubule-associated protein tau (Homo sapiens), P10636; recombinant tau K18 P301L, heparin-induced fibrillization, ThT fluorescence; Potency, µM (top dose mostly 57.4 µM), for the others: at the highest dose activity, negative = inhibition, hits mostly inhibitors; 270,000 tested, 2.1% active; also: % is scaled to controls: 0 for no effect and ±100 for the full control effect; nearly all actives have a fitted effect of over 55% in size
Target sequence (P10636 561-689 P618L limits assumed): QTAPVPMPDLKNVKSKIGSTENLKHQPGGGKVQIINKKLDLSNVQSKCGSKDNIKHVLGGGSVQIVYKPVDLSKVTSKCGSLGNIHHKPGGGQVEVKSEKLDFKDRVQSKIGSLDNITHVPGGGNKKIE
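Heparin-induced (20 uM) aggregation of recombinant human K18 P301L tau, 15 uM unlabeled with 0.24 uM labeled, pH 7 acetate buffer, 6 hr at 37 C with compound. Fibrils quantified by 30 uM ThT fluorescence after 1 hr ambient incubation.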
Tau FP inhib – qHTS for Inhibitors of Tau Fibril Formation, Fluorescence Polarization. Microtubule-associated protein tau (Homo sapiens), P10636. K18 P301L tau heparin fibrillization, Alexa594 FP, 6 h. Potency, µM (top dose mostly 57.7 µM), inactives show at the highest dose activity, negative = inhibition, most hits filed as inhibitors. 280,000 tested, 0.39% active. AID 1468, 2008; also: % is scaled to controls: 0 for no effect and ±100 for the full control effect; nearly all actives have a fitted effect of over 55% in size
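Heparin (20 uM) drove fibril formation of recombinant tau K18 P301L, 15 uM unlabeled with 0.24 uM Alexa 594 label, for 6 hr at 37 C in 100 mM sodium acetate pH 7. Fluorescence polarization (555/632 nm) read 1 hr after 30 uM ThT.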
RECQ1 inh – qHTS Assay for Inhibitors of RecQ-Like Dna Helicase 1 (RECQ1) | RECQ1 DNA unwinding, red fluorescence kinetic read | Potency, µM (top dose mostly 57.3 µM), inactives show at the top dose activity, negative = inhibition, most hits filed as inhibitors | 240,000 tested, 0.54% active | AID 2549, 2010;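 also: plate controls were vehicle for no effect and no enzyme for full effect; nearly all actives have a fitted effect of over 30% in size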
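RECQ1T1 50 nM; forked duplex (20 bp + 30-nt ss tails) 200 nM, ATP 2 mM final; pH 8.0, 2 mM MgCl2, 2.5 ug/ml poly(dI-dC); 15 min compound preincubation; discontinuous kinetic read over 2 h at RT.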
An asterisk follows results filed as active; i = inactive; u = inconclusive; x = not tested or not shown; & = joins results of further samples; [ ] = another dose, or the depositor's remark. Unless noted, calls follow the shape of the dose curve; as a rule, active = well fitted curve in the direction sought with a large enough effect; inconclusive = small, poorly fitted or top-dose-only effect, or another doubt; inactive = no such curve, though single readings can be large; an effect the other way counts as inactive or inconclusive. Potency is read from the fitted curve at half-maximal effect.

SMILES	L3MBTL1 inh	Tau fluor counter	HTT ATP protect	TR SRC2 fluor cs	TRb-SRC2 inh	Tau ThT inhib	Tau FP inhib	RECQ1 inh
Cc1cccc(N(C(=O)c2cnc3n(c2=O)CCS3)C2CCCCC2)c1	-9.9%	-2.3%	0.7%[10 µM]	-4.3%	-1.9%	-5.6%	-4.2%	-1.7%
Cc1ccc(Cl)cc1N1CCN(CCCNc2ncnc3onc(-c4ccc(Cl)cc4)c23)CC1	x	-19.0%	x	-2.0%	-3.7%	-3.6%	-8.1%	x
O=[N+]([O-])c1ccc(C(O)CN=Cc2ccc(O)cc2O)cc1 (configuration not stated)	-10.4%	-27.5%	x	-9.4%	-6.8%	u	-12.8%	i
CC(=O)N1CCc2cc(S(=O)(=O)NC(CC(C)C)C(=O)Nc3cc(C)cc(C)c3)ccc21 (configuration not stated)	x	-13.0%	x	-1.3%	-0.1%	-6.3%	0.5%	x
CCNC(=O)c1c(NC(=O)C2COc3ccccc3O2)sc2c1CCCC2 (configuration not stated)	x	-0.8%	-39.7%[inhibitor]	-0.3%	-6.4%	0.3%	-6.1%	10.4%
Cc1cc(/C=C(/C#N)C(=O)Nc2ccccc2)c(C)n1-c1cccnc1	-0.2%	5.7%	26.6%	-2.6%	-2.2%	-3.0%	3.1%	2.8%
CCOC(=O)C(/C=C(\C#N)C(=O)OCC)=C(/N)N1CCN(c2c(C)cccc2C)CC1	x	-10.1%	-4.3%	-5.7%	-1.6%	u	3.9%	-9.0%
COc1cc(NC(=O)CCC(=O)O)nc(OC)n1	x	-6.2%	6.5%[10 µM]	2.2%	-2.6%	-8.8%	1.5%	i
CC(=O)Nc1ccc(S(=O)(=O)N2CCN(c3cc4c(cc3[N+](=O)[O-])n(C)c(=O)n4C)CC2)cc1	-4.1%	-18.2%	-17.2%	-2.3%	-1.1%	u	-5.2%	i
COc1ccc(Cl)cc1NC(=S)NNC(=O)C1(C)CC1(Cl)Cl (configuration not stated)	-3.1%	-18.4%	32.1%[10 µM]	-2.0%[53 µM]	-6.2%[53 µM]	-8.9%	6.2%	2.8%
CCN(Cc1ccccc1)c1ccc(N=Nc2nn(C)c(C)c2[N+](=O)[O-])cc1	15.8µM*	u	4.3%[10 µM]	-3.9%	8.4%	10µM*	u	-2.4%
CCOC(=O)C(C)Oc1cccc2c(=O)n(CC(=O)Nc3cccc(OC)c3)ccc12 (configuration not stated)	8.4%	-6.4%	4.6%[10 µM]	0.3%	4.8%	-0.9%	-5.0%	i
Cc1nnc(NN)n(N)c1=O	7.7%	-13.2%	7.9%[10 µM]	-0.5%	-2.5%	u	u	18.6%
COc1cc(O)c(CCO)c2c1C(=O)C[C@@H](C)O2	11.8%	2.5%	5.6%[10 µM]	-0.4%	-5.5%	8.2%	-2.4%	-9.9%
Cc1cc2c(=O)oc(-c3ccc(F)cc3)nc2s1	-7.7%	5.3%[2.34 µM]	-3.7%[10 µM]	0.7%	-3.7%	4.3%	7.7%[2.34 µM]	21.3%
O=C(COc1ncnc2ccccc12)c1ccc2c(c1)OCCO2	10.7%	u	-59.8%[inhibitor][10 µM]	-7.5%	6.4%	u	-15.5%	i
NC(=O)c1ccccc1OCC(=O)NC12CC3CC(CC(C3)C1)C2	x	-8.6%	-11.8%	-1.2%	-24.0%	-6.0%	3.5%	-6.9%
O=C(O)CSCCC(=O)Nc1ccc(F)cc1	5.6%	-4.7%	-4.5%	-6.0%	1.0%	-8.6%	-5.7%	13.2%
CCCCc1ccc(-n2nnnc2SCC(=O)Nc2cc(OC)c([N+](=O)[O-])cc2C)cc1	-4.2%	6.0%	18.2%[10 µM]	-0.7%	6.7%	11.7%	-3.1%	-1.4%
C[C@H](NC(=O)[C@@H]1C[C@H]1[C@@H](NC(=O)OCc1ccccc1)c1ccccc1)c1ccccc1	x	-10.4%	-6.2%	-3.0%	-5.8%	-4.0%	-3.0%	i
O=C(Cc1nnc(NC(=O)Nc2ccccc2)s1)Nc1ccccc1	x	-9.4%	-9.6%[10 µM]	2.6%	6.4%	x	-11.7%	-3.0%
COCCCNC(=O)c1cccc(OC)c1OC	-5.9%	3.5%	-11.6%	3.3%	-11.6%	15.2%	-1.5%	8.8%
COc1cccc(/C=N/n2nnnc2N)c1O	-11.5%	-16.4%	1.9%[10 µM]	-3.3%	-7.4%	u	2.2%	-2.3%
Cc1ccc2c(c1)c1c3n2CCN(C(=O)Cn2c(-c4ccccc4)noc2=O)C3CCC1 (configuration not stated)	7.6%	-11.8%	25.1%	-3.3%	-1.2%	6.6%	9.7%	-13.2%
O=c1c(-c2nnc(SCc3ccc(Cl)cc3Cl)o2)cccn1Cc1ccccc1	29.3%	-9.6%	-107.6%[inhibitor]	1.2%	0.0%	-13.0%	-0.7%	-0.7%
New compounds follow
SMILES	L3MBTL1 inh	Tau fluor counter	HTT ATP protect	TR SRC2 fluor cs	TRb-SRC2 inh	Tau ThT inhib	Tau FP inhib	RECQ1 inh
O=C(/C=C/NNC(=O)c1ccccc1)c1ccccc1	x	-14.6%	15.7%	1.8%	2.1%	u	7.7%	-4.5%
COc1ccc(CNC(=O)CN(C(=O)Cn2nnc(-c3ccccc3F)n2)c2ccc(C)cc2)cc1	-1.0%	-25.7%	-6.2%[10 µM]	0.9%[53 µM]	-1.9%[53 µM]	-11.0%	-9.5%	i
COC(=O)c1c(-c2cccs2)csc1NC(=O)COc1c(C)ccc(C)c1C	x	-19.2%	x	-3.5%	-2.1%	20µM*	u	x
COC(=O)c1ccc(/C=C(\C#N)C(=O)NC(C)c2ccccc2)cc1 (configuration not stated)	0.6%	-4.6%	-15.5%[10 µM]	-0.1%	-6.7%	u	u	1.6%
FC(F)(F)c1ccc(CN2C[C@@H]3C(c4ccccc4)C4(c5cccnc5)CC3(C4)[C@H]2c2ccccc2)cc1 (some centres not stated)	x	-1.0%&14.6%	-38.5%[inhibitor]	-5.5%&-2.4%	1.0%&10.6%	-5.5%&0.7%	8.7%&2.1%	-6.7%
Cc1noc(C)c1C(=O)Nc1nnc(CC(C)C)s1	-8.1%	-3.2%	0.2%[10 µM]	-0.8%	0.6%	-3.5%	-2.2%	-2.6%
Cc1nc2ccccc2cc1C(=O)O	x	-7.7%	-14.0%	-0.8%	10.1%	-7.4%	1.1%	-9.1%
Cn1cccc1C(C(=O)NC1CCCCC1)N(C(=O)Cc1cccs1)C1CC1 (configuration not stated)	-4.8%	4.8%	-0.5%[10 µM]	1.7%	-17.2%	-4.9%	-3.5%	-5.4%
CCOC(=O)c1c(C)oc2ncnc(NCCCN3CCN(c4cc(C)ccc4C)CC3)c12	x	-8.8%	x	-0.4%	1.1%	u	-3.7%	x
O=S(=O)(Nc1ccc2c(c1)OCCO2)c1ccc2oc3ccccc3c2c1	-4.7%	u	-1.2%[0.074 µM]	-4.8%	-4.5%	-0.4%	u	-4.8%
COc1ccc(N2C(=O)CC(SCC(=O)O)C2=O)cc1 (configuration not stated)	-3.2%	-2.0%	-7.7%[10 µM]	0.8%	-1.5%	-8.4%	-1.2%	-3.1%
O=[N+]([O-])c1cccc(S(=O)(=O)NCC2CCCO2)c1 (configuration not stated)	4.1%	-4.1%	-12.3%[1.9 µM]	-9.1%	2.7%	-1.6%	-1.0%	-1.6%
CCOc1ccc(C(=O)CCC(=O)NC(C)C(=O)OC)cc1 (configuration not stated)	15.2%	8.7%	8.0%[10 µM]	-3.5%	9.8%	7.8%	0.9%	i
CCOC(=O)N/N=C/c1cn(Cc2ccccc2Cl)c2ccccc12	-9.0%	u	12.9%[0.074 µM]	-8.0%	-14.5%	u	13.3%	i
CC(=O)c1ccc(NC(=O)Cn2c(=O)c3cccn3c3ccccc32)cc1	x	u	x	-3.4%	1.6%	-8.1%	u	x
O=C(O)c1nccnc1C(=O)Nc1ccccc1-c1ccccc1	x	4.4%	-25.8%[10 µM]	19.5%	5.6%	x	8.5%	-4.2%
Cc1cccc(C(=O)CC(=O)c2cc(Cl)ccc2O)c1	x	u	-45.2%[inhibitor]	-1.9%	-13.9%	u	-21.6%	-4.6%
N=C(c1ccc([N+](=O)[O-])cc1)N1CCCCC1	13.0%	6.2%	-17.9%[10 µM]	-6.6%	-1.1%	5.0%	-1.7%	i
CC(C)NC(=O)c1ccc(Cl)cc1Cl	-4.9%	12.9%	x	-3.2%	-3.6%	4.3%	11.5%	21.5%
C/C(=C\C(=O)c1ccc(Cl)cc1)NCc1ccc2c(c1)OCO2	25.3%	-15.1%	-24.1%	2.7%	9.7%	-8.7%	5.2%	i

Structural class, the entries above containing a cyano group
SMILES	L3MBTL1 inh	Tau fluor counter	HTT ATP protect	TR SRC2 fluor cs	TRb-SRC2 inh	Tau ThT inhib	Tau FP inhib	RECQ1 inh
Cc1cc(/C=C(/C#N)C(=O)Nc2ccccc2)c(C)n1-c1cccnc1	-0.2%	5.7%	26.6%	-2.6%	-2.2%	-3.0%	3.1%	2.8%
CCOC(=O)C(/C=C(\C#N)C(=O)OCC)=C(/N)N1CCN(c2c(C)cccc2C)CC1	x	-10.1%	-4.3%	-5.7%	-1.6%	u	3.9%	-9.0%
COC(=O)c1ccc(/C=C(\C#N)C(=O)NC(C)c2ccccc2)cc1 (configuration not stated)	0.6%	-4.6%	-15.5%[10 µM]	-0.1%	-6.7%	u	u	1.6%

Bioassay records from PubChem.

Only part of the results is shown; rates above refer to the full screens.
